# Screening results deposited in PubChem BioAssay by Broad Institute.
# PfHsp90 set2: reduces growth (ATP signal) of yeast expressing P. falciparum Hsp90; actives 0.32% (n = 310,000); inhibition, % at 9.4 µM; S. cerevisiae expressing PfHsp90, BacTiter-Glo ATP, 48 h; yeast lacking PDR1 and PDR3 efflux regulators;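 active means every replicate shows inhibition above about 80%, whatever the replicate mean, limit read from the data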;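 further: 0% = DMSO neutral controls and 100% = 20 µM radicicol positive controls; yeast relying on Plasmodium falciparum Hsp90 in place of its own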
# CAL PDZ FP-1: human CAL PDZ-peptide interaction inhibition; actives 0.02% (n = 330,000); AID 504414; inhibition, % at 20 µM; Q9HD26; purified CAL PDZ, TMR-peptide fluorescence polarization, 1 h;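 active means highest replicate inhibition of at least 40%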;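 further: plate controls were DMSO neutral control wells for no effect and unlabeled competitor peptide control wells for full effect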
#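 Material – purified CerCALP PDZ construct · Detection – FP readout, S and P plane fluorescence · Measure – percent inhibition from loss of millipolarization · Controls – unlabelled peptide for full inhibition, DMSO wells as neutral · Probe or stimulus – TMR-labelled reporter peptide T*-PRC34 bound in PDZ groove · Times – 1 h at RT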
# dFosB activator: mouse delta FosB homodimer activation. actives 0.99% (n = 340,000). P13346. purified delta FosB, TAMRA-CDK5 oligo fluorescence polarization; percent of positive-control signal above neutral wells. activation, % at 25 µM. AID 493131;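 active means mean activation above about 17%, with every replicate also reaching it, limit read from the data, passing the limit was not always enough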;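 further: fluorescence polarization rise as delta FosB binds a TAMRA Cdk5 AP-1 oligo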
# Target sequence (P13346 whole entry, looked up): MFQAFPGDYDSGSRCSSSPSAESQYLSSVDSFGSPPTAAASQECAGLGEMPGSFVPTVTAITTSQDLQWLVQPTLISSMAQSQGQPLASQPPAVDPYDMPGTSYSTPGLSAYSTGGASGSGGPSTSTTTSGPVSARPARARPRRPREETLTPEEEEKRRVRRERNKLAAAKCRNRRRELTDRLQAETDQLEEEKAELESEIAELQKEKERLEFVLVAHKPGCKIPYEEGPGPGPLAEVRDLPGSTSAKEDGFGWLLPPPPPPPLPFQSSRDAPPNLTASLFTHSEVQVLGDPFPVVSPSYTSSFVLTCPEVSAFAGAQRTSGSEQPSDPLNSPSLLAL
# MITF act: activators of MITF-driven TRPM1 promoter activity in SK-MEL-5 cells. SK-MEL-5 TRPM1-promoter luciferase, 24 h; % of positive control, neutral wells = 0. activation, % at 12.5 µM. actives 0.75% (n = 300,000);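 active means mean activation of at least 80% with every replicate also reaching 80%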;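 further: 0% = neutral control wells and 100% = parthenolide positive control wells; values of inactives mirror those of a sister screen read the other way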
# SR-BI uptake up: enhances SR-BI lipid uptake from DiI-HDL; CHO ldlA[mSR-BI] cells, DiI-HDL uptake fluorescence, 3 h; 100 = double the neutral-control signal; activation, % at 12.5 µM; actives 0.096% (n = 320,000); AID 504775;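 active means mean replicate activation of at least 60% and every replicate at or above 60%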;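 further: 0% = median plate neutral-control signal and 100% = twice that signal; values of inactives mirror those of a sister screen read the other way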
#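 Material – SR-BI-overexpressing, LDLR-lacking CHO cells · Medium – BSA-supplemented, HEPES-buffered Ham's F12, pH 7.4 · Doses – single concentration · Times – compound with DiI-HDL co-incubation, 3 h at 37 °C · Measured by – bottom-read fluorescence, 550/595 nm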
# PvdQ inh: P. aeruginosa PvdQ acylase inhibition. purified PvdQ acylase, fluorescence plate reader. inhibition, % at 10 µM. actives 0.063% (n = 340,000). AID 488965; in the data active means inhibition above about 30%, passing the limit was not always enough;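 further: 0% = vehicle neutral wells and 100% = reference inhibitor wells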
# SR-BI HDL uptake: mouse SR-BI HDL lipid transfer inhibition; inhibition, % at 12.5 µM; actives 0.96% (n = 320,000); Q61009; AID 488896; ldlA[mSR-BI] CHO cells, DiI-HDL uptake fluorescence, 3 h;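 active means mean replicate inhibition of at least 70% and a set share of replicates each scoring 70 or more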;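 further: 0% = median of neutral control wells and 100% = median of positive control wells; values of inactives mirror those of a sister screen read the other way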
# Target sequence (Q61009 whole entry, looked up): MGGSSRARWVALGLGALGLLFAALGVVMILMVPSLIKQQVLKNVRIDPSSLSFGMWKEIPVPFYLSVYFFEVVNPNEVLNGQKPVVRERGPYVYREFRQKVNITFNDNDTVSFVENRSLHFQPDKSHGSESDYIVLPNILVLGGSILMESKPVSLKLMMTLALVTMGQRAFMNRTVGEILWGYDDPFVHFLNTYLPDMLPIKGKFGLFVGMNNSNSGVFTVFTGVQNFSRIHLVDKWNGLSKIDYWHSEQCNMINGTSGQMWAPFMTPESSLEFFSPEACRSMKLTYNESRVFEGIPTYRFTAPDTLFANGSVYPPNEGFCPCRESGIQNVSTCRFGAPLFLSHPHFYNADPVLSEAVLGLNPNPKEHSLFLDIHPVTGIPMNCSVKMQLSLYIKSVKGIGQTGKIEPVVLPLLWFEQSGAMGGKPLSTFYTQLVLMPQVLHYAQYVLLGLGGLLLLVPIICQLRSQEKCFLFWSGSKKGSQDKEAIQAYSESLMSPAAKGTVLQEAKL
# Rtt109 Vps75: blocks Candida albicans Rtt109/Vps75 acetyltransferase activity. Q5AAJ8. purified Rtt109/Vps75, ThioGlo CoA-SH fluorescence, 4 h. inhibition, % at 34.9 µM. actives 0.16% (n = 330,000). AID 540336;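 active means inhibition of at least 50% in every replicate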
# NSD2 HMT inh: blocks human histone methyltransferase NSD2. O96028. NSD2 peptide methylation, AlphaScreen, 120 min. inhibition, % at 12.5 µM. actives 0.54% (n = 310,000). AID 743445; in the data active means inhibition above about 50%
# CAL PDZ FP-2: inhibitors of human CAL PDZ peptide binding | purified CAL PDZ, TMR-peptide fluorescence polarization, 1 h | Q9HD26 | actives 0.92% (n = 300,000) | inhibition, % at 24.9 µM | AID 602252;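 active means mean inhibition of at least 30% with at least half of replicates also reaching 30%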;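 further: 0% = DMSO neutral control and 100% = excess unlabeled competitor peptide PRC23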
# * = called active by the depositor; . = no result given.
cpd	SMILES	PfHsp90 set2	SR-BI HDL uptake	SR-BI uptake up	PvdQ inh	CAL PDZ FP-2	Rtt109 Vps75	dFosB activator	MITF act	NSD2 HMT inh	CAL PDZ FP-1
1	O=C1c2cccc3c([N+](=O)[O-])ccc(c23)C(=O)N1c1ccccn1	13	-14	14	3	.	-15	-5	.	-9	1.1
2	O=C(CSc1ccc(-c2ccco2)nn1)c1cccc([N+](=O)[O-])c1	-5	-3	3	-12	-1	-5	-11	10	1	-0.5
3	CN(C)CCNc1cc(-c2ccncc2)nc2ccccc12	13	-16	16	-3	-4	.	0	2	14	-0.6
4	COc1ccc(NC(=O)N2CCCc3cccc(C)c32)cc1	-1	7	-7	-22	-1	8	-3	-2	-1	-0.1
5	O=S(=O)(NCc1cc(-c2ccccc2Cl)no1)c1ccccc1	1	-9	9	3	-2	5	0	-11	-5	-0.3
6	N#C/C(=C\c1ccccc1)C(=O)NCCN1CCOCC1	-7	23	-23	2	.	-2	-1	9	1	-0.3
7	CC(Sc1nncs1)C(=O)NC1CCCCC1C (configuration not stated)	-10	1	-1	-7	0	5	2	-2	0	-1.6
8	COC(=O)c1ccc(COC(=O)CNC(=O)c2ccc(C)s2)cc1	10	-21	21	-7	-6	-3	-4	.	0	-0.6
9	Cc1cc(NC(=O)Cn2cnc3c(nnn3-c3cccc(F)c3)c2=O)no1	-30	-17	17	-18	-3	1	2	-2	-1	16
10	CCCn1c(SCC(=O)NC(C)(C)C)nnc1-c1ccco1	-7	-20	20	-10	-1	2	-7	8	2	-2.1
11	O=C(Cc1ccc2c(c1)CCCC2)Nc1ccccc1Br	-29	23	-23	-8	-4	-5	-3	16	.	-0.3
12	O=C(Cc1nc(-c2ccc([N+](=O)[O-])cc2)cs1)Nc1ccccc1	-9	6	-6	-7	-3	-3	8	4	-2	0.7
13	COc1ccc(CCNC(=O)C2CCN(C(=O)c3ccc(F)cc3)CC2)cc1	23	0	0	2	-2	8	-4	.	-2	-1.4
14	C/C(=N\NC(=O)c1ccccc1Br)c1ccc(N2CCOCC2)cc1	-4	-7	7	-11	-2	6	-12	7	0	-0.1
15	Cc1cc(C)c2nc(NC(=O)c3ccc4c(c3)OCO4)sc2c1	-30	68	-68	-20	-1	-4	7	11	-1	-2.6
16	CCC(C)NC(=O)c1ccc(NC(=O)CC2SC(N3CCCCC3)=NC2=O)cc1 (configuration not stated)	.	-2	2	1	-3	1	-9	-13	-1	-0.9
17	Oc1c(N=NC(=S)Nc2ccccc2F)c2ccccc2n1Cc1ccc(F)cc1	-37	28	-28	-5	.	6	-3	9	0	-1.2
18	O=C(CCn1cnc2ccccc2c1=O)Nc1ccc(Cl)c(Cl)c1	.	-6	6	-6	-2	.	2	.	4	-0.8
19	Cc1ccc(OCCNC(=O)c2ccc3c(c2)OCO3)cc1	7	-4	4	-7	-2	-8	-9	32	.	-1.6
20	CCOc1ccc(OCC(=O)N(C)c2c(N)n(Cc3ccccc3)c(=O)[nH]c2=O)cc1	17	10	-10	3	-1	23	-8	2	-1	-1.1
21	CC1(C)Cc2c(C#N)c(N3CCOCC3)nc(-c3ccccc3)c2CO1	-26	6	-6	-8	.	1	-7	.	-22	-0.9
22	CCCCc1cc(=O)oc2cc(OCC(=O)NC3CCN(Cc4ccccc4)CC3)ccc12	6	21	-21	7	.	3	-19	2	-4	-0.9
23	CSc1nnc(NC(=O)C2CCCCC2)s1	3	-2	2	-10	.	-10	-4	34	.	-0.9
24	Cc1ccc(S(=O)(=O)N2CCN(C(=O)CN3C(=O)c4ccc([N+](=O)[O-])cc4C3=O)CC2)c(C)c1	0	1	-1	-7	4	-7	7	0	-8	-1.7
25	CCOC(=O)c1ccc(Nc2ccc(-c3ccc(OC)c(OC)c3)nn2)cc1	.	35	-35	8	.	18	-19	5	0	-2.6
26	Cc1ccc(C)c(N=Cc2c(O)c3ccccc3oc2=O)c1	10	10	-10	2	5	6	-2	.	.	-0.7
27	Cc1cc(NC(=O)COC(=O)COc2cccc3c2OC(C)(C)C3)no1	13	-10	10	-10	-3	-5	0	16	4	0.0
28	CCOCc1nnc(NC(=O)c2cc(OC)c(OC)cc2[N+](=O)[O-])s1	8	-11	11	27	-5	-6	-5	3	-3	0.8
29	O=[N+]([O-])c1nn(-c2ccc3c(c2)OCCO3)n(O)c1=NCc1ccccc1Cl	-66	-7	7	-5	0	-13	-1	73	16	-1.5
30	Cc1onc(-c2ccccc2Cl)c1C(=O)Nc1ccc(-n2nncc2C(C)(C)C)cc1	-29	49	-49	-7	5	2	3	3	.	-0.6
31	O=C(Cn1cnc2c(nnn2Cc2ccc(Cl)cc2)c1=O)NC1CCCC1	.	-11	11	2	.	-3	14	6	-3	-1.2
32	CN(c1ccccc1)S(=O)(=O)c1cccc(C(=O)Nc2ncn[nH]2)c1	-15	.	.	-7	-5	-3	-1	-1	0	-0.9
33	CCc1cc2cc(C)cc(C)c2[nH]c1=S	-2	-31	31	-8	-1	3	1	2	0	-0.7
34	CN(Cc1c(C(=O)N/N=C/c2ccc(F)cc2)nnn1-c1nonc1N)C1CCCCC1	5	-30	30	0	-8	-18	14	5	3	-1.9
35	COc1ccc(OC)c(NC(=O)c2cccc(NC(=O)c3ccccc3C(=O)O)c2)c1	18	15	-15	-12	-1	-5	9	-7	-3	-0.1
36	CC(=O)Nc1ccc(NC(=O)c2c(C)nn(-c3ccccc3)c2Cl)cc1C	10	19	-19	-16	.	-3	-3	4	-3	-3.7
37	C[C@H](NC(=O)[C@H](Cc1ccccc1)NC(=O)c1cc2cc(Cl)ccc2n1C)C(=O)O	11	-18	18	0	-7	-3	-5	-20	1	-0.8
38	COC(=O)c1ccc(CN2C(=O)NC3(CCC(C)CC3)C2=O)cc1 (configuration not stated)	5	-21	21	4	0	4	2	48	-2	0.3
39	COc1cc([N+](=O)[O-])ccc1NC(=S)NNC(=O)CCC(=O)Nc1ccccc1Cl	-6	-14	14	1	0	0	8	8	18	0.8
40	Cc1ccccc1-n1c(SC(C)C(N)=O)nnc1-c1cccnc1 (configuration not stated)	21	-23	23	-1	-4	-6	2	0	1	-0.2
41	COc1ccc(-n2c(SCC(=O)Nc3ccc4c(c3)OCO4)nnc2C(C)N2CCCCC2)cc1 (configuration not stated)	.	13	-13	11	-2	8	-10	.	-1	.
42	O=C(COc1ccc(Cl)cc1Br)N1CCN(c2ncccn2)CC1	18	-2	2	-1	.	-4	-6	5	-1	-0.5
43	CCCCN(Cc1ccccc1)C(=O)C1CCN(S(=O)(=O)c2c(C)noc2C)CC1	-3	26	-26	15	-4	4	-2	2	.	0.6
44	Nn1c(SCC(=O)Nc2nc3ccccc3s2)nncc1=O	-21	-9	9	-14	-3	-6	16	16	-1	-1.3
45	CC(NC(=O)CSc1nc(=O)cc(N)n1CCc1ccccc1)c1ccccc1 (configuration not stated)	.	-20	20	-2	-2	0	2	.	0	.
46	COc1cc(OC)cc(C(=O)NNC(=O)CN2C(=O)NC(C)(c3ccc(C)cc3)C2=O)c1 (configuration not stated)	.	6	-6	-14	-5	3	-5	1	0	-1.8
47	COc1ccc(C(=O)NCCS(=O)(=O)N2CCN(Cc3ccccc3)CC2)cc1	.	13	-13	-8	-4	-9	-10	2	0	-2.3
48	CCC(C)NC(=O)c1ccc(Cl)c(S(=O)(=O)Nc2ccccc2N2CCOCC2)c1 (configuration not stated)	-17	-1	1	-11	2	9	-7	13	0	-1.1
49	CCOC(=O)CCNC(=O)CNC(=O)OCc1ccccc1	1	.	.	-15	2	-2	0	16	-4	-2.6
50	CCCOc1cccc(C2/C(=C(/O)c3ccc4c(c3)CC(C)O4)C(=O)C(=O)N2CCN2CCOCC2)c1 (configuration not stated)	-54	0	0	6	-2	9	-9	16	.	-0.1

# An excerpt of these results, screen by screen:
49	CCOC(=O)CCNC(=O)CNC(=O)OCc1ccccc1
50	CCCOc1cccc(C2/C(=C(/O)c3ccc4c(c3)CC(C)O4)C(=O)C(=O)N2CCN2CCOCC2)c1 (configuration not stated)
compound no.	49	50
PfHsp90 set2	1	-54
SR-BI HDL uptake	.	0
SR-BI uptake up	.	0
PvdQ inh	-15	6
CAL PDZ FP-2	2	-2
Rtt109 Vps75	-2	9
dFosB activator	0	-9
MITF act	16	16
NSD2 HMT inh	-4	.
CAL PDZ FP-1	-2.6	-0.1

# (continued)
cpd	SMILES	PfHsp90 set2	SR-BI HDL uptake	SR-BI uptake up	PvdQ inh	CAL PDZ FP-2	Rtt109 Vps75	dFosB activator	MITF act	NSD2 HMT inh	CAL PDZ FP-1
51	CC(=O)Nc1ccc(C(=O)Nc2nc(-c3cccnc3)cs2)cc1	-2	21	-21	10	-5	12	-13	-1	-3	0.5
52	COc1cccc(-c2c(C(=O)N/N=C(\C)c3ccncc3)nnn2-c2nonc2N)c1	-10	-38	38	-4	-2	0	-9	17	0	-2.2
53	COc1cc([N+](=O)[O-])ccc1NC(=O)C[n+]1cccc(C(C)=O)c1	2	-8	8	-13	-1	7	-8	-4	0	-0.2
54	CN(C)S(=O)(=O)c1cccc(NC(=O)COC(=O)CCC(=O)c2cccs2)c1	.	-16	16	8	-3	2	-2	0	1	0.3
55	O=C(NCCS(=O)(=O)c1ccc(Br)cc1)c1ccccc1	2	-23	23	9	-1	7	1	-8	1	-2.5
56	Cc1ccc(S(=O)(=O)CCCS(=O)(=O)c2ccc(C)cc2)cc1	2	-30	30	-2	-3	-4	4	.	3	-1.5
57	CCCCNC(=O)CSc1nnc(Cc2ccc(Cl)c(Cl)c2)c(=O)[nH]1	-1	-6	6	-9	-3	5	-12	-3	-1	-1.2
58	COc1ccc(/C=N/NC(=O)c2ccc(NC(C)=O)cc2)cc1COc1ccc(F)cc1F	-26	3	-3	-1	-4	2	68*	-11	0	-1.1
59	Cc1nc(C(=O)NC2CCOCC2)sc1C1(C)CC(c2ccccc2)=NO1 (configuration not stated)	3	19	-19	-8	-3	1	-4	12	.	-0.7
60	COc1cc(CCC(=O)OCC(=O)Nc2cccc(S(=O)(=O)N(C)C)c2)cc(OC)c1OC	-5	-24	24	5	0	-3	-13	2	.	-1.2
61	Cc1ccc(C(=O)N2CCC3(CC2)Oc2ccc(Cl)cc2C(=O)C32CC(c3ccccc3)=NO2)s1 (configuration not stated)	-14	33	-33	7	8	3	10	-11	.	-0.7
62	Cc1ccc(NC(=O)CN(C)CC(=O)Nc2c(C)cccc2C)c(Br)c1	7	16	-16	-13	4	-5	0	6	-2	0.3
63	CCOc1ccc(C(C)NC(=O)Nc2ccccc2C(=O)OC)cc1 (configuration not stated)	-14	32	-32	-9	.	-14	-4	3	-1	-2.4
64	Cc1cccc(NC(=O)c2ccccc2NC(=O)c2ccccc2)n1	-8	25	-25	-16	-5	.	-11	-6	-2	-4.2
65	CC(=O)Nc1ccc(NC(=O)C(C)Sc2nnc(-c3ccc4c(c3)OCO4)o2)cc1 (configuration not stated)	-15	-33	33	-5	-1	-3	3	48	0	0.2
